Source: PubChem (Southern Research Specialized Biocontainment Screening Center)
VEEV TC-83 Vero = inhibitors of VEEV TC-83 cytopathic effect, confirmation, Vero cells (AID 588727) | Vero cells, VEEV TC-83 cytopathic effect inhibition; higher % means a stronger effect | inhibition, % at 20 µM; hits with a dose series show IC50 in µM | actives 0.13% (n = 350,000); in the data active = a potency from the dose series; inconclusive = inhibition mostly from about 14% at the one dose, without a potency; inactive = the rest, 99 in 100 with inhibition below about 12%; also: strong numbers were not always called active
influenza NS1A = H1N1 influenza NS1A inhibitors, functional cell based assay (AID 504329); one-dose inhibition, % at 12.5 µM; IC50 in µM for titrated hits; actives 0.3% (n = 340,000); NS1A functional cell-based assay, percent inhibition; higher % means a stronger effect; in the data active = a potency from the dose series; inconclusive = inhibition above about 27% without an active follow-up result; also: strong numbers were not always called active
M. tuberculosis = growth inhibition of non-replicating M. tuberculosis (AID 488890). inhibition, % at 25 µM; hits with a dose series show IC50 in µM. actives 0.39% (n = 320,000). Mycobacterium tuberculosis non-replicating, growth inhibition; higher % means a stronger effect; in the data active = a potency from the dose series; inconclusive = inhibition mostly from about 82% at the one dose, without a potency; inactive = the rest, 99 in 100 with inhibition below about 76%;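 also: plate controls were DMSO cells for no effect and high antibiotic wells for full effect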
H37Rv inhibition = M. tuberculosis growth inhibition, HTS (AID 449762); M. tuberculosis H37Rv growth inhibition, 7H9 media; higher % means a stronger effect; inhibition, % at 25 µM, or IC50 in µM where a hit was titrated; actives 0.59% (n = 330,000); in the data active = a potency from the dose series; inconclusive = inhibition above about 70% without an active follow-up result;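 also: bacterial growth assessed after seven days of incubation; strong numbers were not always called active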
PhoP GFP inhibition = PhoP regulon inhibitors, Salmonella typhi PhoP promoter GFP reporter, confirmatory (AID 1850); Salmonella Typhi PhoP-promoter GFP reporter, fluorescence, 4 h; higher % means a stronger effect; inhibition, % at 50 µM; hits with a dose series show IC50 in µM; actives 0.33% (n = 310,000); in the data active = a potency from the dose series; inconclusive = inhibition mostly from about 25% at the one dose, without a potency; inactive = the rest, 99 in 100 with inhibition below about 19%;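 also: 0% = induced wells with vehicle and 100% = uninduced wells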
VEEV TC-83 Vero 10K pilot screen = second read-out of VEEV TC-83 Vero, no call of its own (marks repeat the call); inhibition, %; measured here: 10K pilot screen inhibition
The depositor's hits bear a star; i = inactive; ? = inconclusive; · = not tested or not shown.

SMILES | VEEV TC-83 Vero | influenza NS1A | M. tuberculosis | H37Rv inhibition | PhoP GFP inhibition | others
O=C(COc1ccccc1Cl)Nc1cccc(S(=O)(=O)N2CCCC2)c1 | 6.0% | 2% | 48% | 0% | ·
O=C(COC(=O)c1ccc(F)c(S(=O)(=O)N2CCOCC2)c1)NCCc1ccccc1 | i | 9% | -4% | -6% | 9%
O=C(O)c1cncc(C#CCC2CCCCC2)c1 | 0.9% | -24% | 26% | -1% | 2%
Cc1cc(C(=O)O)ccc1-c1ccc(CO)o1 | i | -1% | 10% | -1% | 3%
Cc1ccc(Nc2nc(Cl)c(C=O)s2)cc1Cl | 1.6% | 15% | 52% | 28% | 2%
O=S(=O)(NCc1ccccc1)c1ccc(S(=O)(=O)N(Cc2ccccn2)Cc2ccco2)cc1 | 0.7% | 5% | 66% | 5% | 2%
CCn1c(-c2csc3c2CCCC3)n[nH]c1=S | 1.2% | 2% | 36% | 4% | -9%
CCOC(=O)N1CCN(C2CC(=O)N(c3ccc(Oc4ccccc4)cc3)C2=O)CC1 (configuration not stated) | i | 13% | ? | -3% | 4%
CC1(C)C(=O)CCC2C1=CCC1C2CCC2(C)C(O)CCC12 (configuration not stated) | 0.4% | 15% | · | · | ·
CC1(C)CC(N2CCCCC2)=CC(=[N+]2CCCCC2)C1 | 0.2% | 10% | 39% | 1% | -2%
O=C(NN1CCOCC1)c1ccc(Cl)cc1[N+](=O)[O-] | 0.3% | 10% | 0% | 1% | -3%
Cc1coc2c1c(C)cc1oc(=O)c(CC(=O)NCCCN3CCCC3=O)c(C)c12 | 0.5% | 2% | 9% | -5% | -1%
CS(=O)(=O)c1ccc(NS(=O)(=O)c2ccc(Cl)c(C(=O)NC3=NCCS3)c2)cc1 | i | -10% | -6% | -3% | ·
COc1ccc(NC(=O)Cn2cc(C(=O)C3CC3)c3ccccc32)cc1 | 0.9% | 4% | -6% | 7% | 11%
S=C(NCCN1CCOCC1)NC1CCCC1 | i | -6% | -6% | 0% | 4%
CNC(=O)Nc1ccccc1C(=O)NCc1ccccc1 | 1.1% | -5% | -4% | 5% | 0%
CC12CCC(C3NC(=S)NN=C31)C2(C)C (configuration not stated) | 0.3% | 1% | · | · | ·
Cc1ccc(C(=O)C2CCN(CC(=O)Nc3nc(C)cs3)CC2)cc1 | 1.1% | 23% | 68% | 14µM* | -4%
CN1CCN(CC(=O)Nc2nnc(-c3cccs3)s2)CC1 | 1.3% | 2% | -5% | 5% | 2%
CN(C)/C=C(\C=O)c1onc(-c2ccccc2Cl)c1C#N | 2.9% | -6% | -2% | -2% | 9%
CCC(=O)Nc1ccc(C=C(C(C)=O)C(C)=O)cc1 | ? | -20% | -2% | 0% | 12%
CCOc1ccc(N2C(=O)CC(N3CCN(C4CCc5ccccc5C4)CC3)C2=O)cc1 (configuration not stated) | 0.6% | -4% | 11% | 1% | -6% | VEEV TC-83 Vero 10K pilot screen=1.3
CN1C(N)=NC(=O)/C1=C\c1ccc(Br)cc1 | 0.2% | -24% | -5% | -2% | -6%
O=C(COC(=O)C1CCN(c2ccc(C(F)(F)F)cn2)CC1)Nc1ccc(Cl)cn1 | 0.8% | 7% | 65% | ? | 0%
COc1ccc(N(CC(=O)NCc2ccccc2Cl)S(=O)(=O)c2c(C)n[nH]c2C)cc1 | 5.1% | -4% | 13% | -6% | -8%
SMILES | VEEV TC-83 Vero | influenza NS1A | M. tuberculosis | H37Rv inhibition | PhoP GFP inhibition | others
COC(=O)c1ccc(C(NC(=O)OCc2ccccc2)/C(F)=C/[C@@H](C)C(=O)NCc2ccc(-c3ccccc3)cc2)cc1 (some centres not stated) | · | · | 3% | -4% | -3%
O=C(Nc1ccc(N2CCN(C(=O)c3cccs3)CC2)cc1)c1cccnc1 | 3.1% | 5% | -5% | -5% | 0% | VEEV TC-83 Vero 10K pilot screen=1.8
COc1ccc(Oc2coc3cc(OC(=O)N4CCOCC4)ccc3c2=O)cc1 | i | 7% | 12% | 3% | -1%
CCOc1ccccc1C(=O)OCC(=O)NCC1CCCCC1 | 0.4% | 4% | 62% | 68% | 0%
O=C(COC(=O)c1nc(Cl)ccc1Cl)NNC(=O)c1ccccc1 | 4.1% | -15% | -15% | 0% | 4%
Cc1cccc(C2=NN(c3ccc(Br)cc3)[C@@H](C(=O)N3CCOC3=O)[C@@H]2C)c1 | 0.6% | -21% | · | · | ·
COC(=O)N1C(=O)[C@](Cc2ccccc2)(c2ccccc2)N1C(=O)OC | 0.8% | 3% | 48% | -5% | -9%
COC(=O)c1ccc(/C=N/NC(=S)NC(C)C)cc1 | 3.1% | 0% | 43% | 1% | 9%
C=CCN(CC=C)CC(O)Cn1c2ccccc2c2ccccc21 (configuration not stated) | 0.6% | 2% | 25% | 13% | -2%
COC(=O)c1ccccc1NC(=O)COC(=O)c1cccnc1 | 1.2% | -8% | 2% | 6% | 3% | VEEV TC-83 Vero 10K pilot screen=2.7
Nc1cc2c(cc1N)-c1ccccc1C2 | 8.8% | -11% | · | · | ·
N#CCN1CCN(CC(=O)Nc2ccc(OCc3ccccc3)cc2)CC1 | 0.3% | 1% | 25% | 5% | -6%
CCOC(=O)C1C(C#N)=C(N)OC(C)=C1c1ccncc1 (configuration not stated) | i | -20% | 7% | -7% | -2%
COc1ccc(N2CCCn3c2nc2c3c(=O)n(Cc3ccccc3)c(=O)n2C)c(OC)c1 | 8.5% | -3% | -6% | -2% | 6%
COc1cc(C2CC(=O)NC3=C2C(=O)CC(C)(C)C3)ccc1O (configuration not stated) | 1.0% | 0% | · | · | ·
NNC(=O)c1ccc(N2CCc3ccccc32)c([N+](=O)[O-])c1 | i | 9% | 20% | 3% | 1%
CN(C(=O)COC(=O)CNC(=O)CNC(=O)c1ccc(Cl)cc1Cl)c1ccccc1 | 0.2% | 10% | 13% | 3% | 3%
O=C(NC1CCCCC1)c1ccc(CNc2nc(=S)[nH]c3ccccc23)cc1 | 0.4% | -5% | 1% | -5% | -2%
COc1ccc(NC(=O)c2cc(SC)ccc2Cl)cc1 | 2.5% | 2% | 6% | -18% | -2%
COc1ccc(S(=O)(=O)Oc2ccc3c(c2)O/C(=C\c2cccnc2)C3=O)cc1 | i | 11% | ? | ? | 1%
CC1(C)CNC(=O)C=C(c2ccccc2)C1 | 0.8% | 9% | -8% | -9% | -7%
CC(=O)Nc1ccc(C(=O)N2CCN(S(=O)(=O)c3ccc4c(c3)OCCCO4)CC2)cc1 | 1.2% | -4% | · | -2% | ·
Cc1ncn(-c2ccc(C(=O)Oc3ccccc3)cn2)n1 | i | 8% | 64% | ? | -7%
O=C(COc1ccc(Br)cc1)N1CCCCCC1 | i | 3% | 76% | 9% | -4%
CC1CCc2sc3c(c2C1)c(=O)n(CC(=O)O)c(=O)n3Cc1ccc(Cl)cc1 (configuration not stated) | 0.6% | -6% | 7% | -1% | -4%
SMILES | VEEV TC-83 Vero | influenza NS1A | M. tuberculosis | H37Rv inhibition | PhoP GFP inhibition | others
CC(=Nc1ccccc1)C1=C(O)C(CC(C)C)NC1=O (configuration not stated) | 2.9% | -2% | · | · | ·
COc1cccc(C(C(=O)NC2CCCCC2)N(C(=O)c2ccco2)c2ccccc2OC)c1 (configuration not stated) | 3.4% | -3% | 4% | -9% | 11%
COc1ccc(C(=O)NCCSCc2ccccc2C)cc1 | i | 2% | 44% | 3% | 5%
Cn1c(CCN2CCN(c3ccccn3)CC2)nc2cc(NS(=O)(=O)c3ccc(Cl)cc3)ccc21 | 4.3% | -5% | 79% | ? | -8%
CC1=C(C)C(OCCBr)N(c2cc(O)c(Cl)cc2F)C1=O (configuration not stated) | 0.8% | -15% | -2% | 5% | 19%
C=CCN(CC=C)C(=O)C[n+]1ccc(C(N)=O)cc1 | 0.2% | 8% | 8% | 7% | 4%
O=C(NCC(c1ccco1)N1CCN(c2ccccc2)CC1)c1cccs1 (configuration not stated) | 2.0% | 5% | 8% | 16% | 10%
O=C(CCCn1c(=O)c2sccc2n(Cc2ccc(F)cc2)c1=O)NCc1ccco1 | 1.4% | -2% | -12% | 7% | -1%
CCC(=O)NC(=S)NNC(=O)c1ccccc1[N+](=O)[O-] | 1.0% | 3% | 9% | 8% | -17%
CCN(C[C@H]1N[C@@](C)(C(=O)OC)[C@H]2C(=O)N(C)C(=O)[C@@H]12)C(=O)C1CCCCC1 | 1.2% | 13% | 1% | 4% | ·
O=C(Nc1ccc(O)c2c(=O)cc(-c3ccccc3Cl)oc12)c1ccc(Cl)cc1Cl | 5.8% | -13% | -11% | 2% | -2%
O=C(NC1CCCCC1)C(c1ccc(O)cc1)N(C(=O)c1cnccn1)c1cccc(F)c1 (configuration not stated) | 0.9% | 11% | -7% | -2% | 0%
NC(=O)Cn1ccc(O)c(Cc2ccc(Cl)cc2Cl)c1=O | 1.0% | -3% | -15% | 0% | -5%
Cc1onc(-c2c(Cl)cccc2Cl)c1C(=O)Nc1ccc2c(c1)OCCO2 | 1.3% | 5% | 6% | -7% | 0%
CCCCCC(C)n1[nH]c(=O)c2c(C)cc(C)nc21 (configuration not stated) | 2.2% | 0% | 33% | 6% | -23%
CCC(C(=O)NC(C)(C)C)N(C(=O)Cn1nnc(-c2ccccc2F)n1)c1cnc2ccccc2c1 (configuration not stated) | 0.5% | -5% | 15% | 6% | 8%
CC(C)CC(=O)NC(NC(=S)Nc1sc2c(c1C#N)CCCC2)C(Cl)(Cl)Cl (configuration not stated) | 1.1% | 3% | ? | 12% | -9%
CCCc1cc(=O)[nH]c(SCC(=O)Nc2cc(C)on2)n1 | 2.8% | 0% | 19% | 1% | 10%
CCOc1ccc(N2C(=O)C3CCCN3C2=S)cc1 (configuration not stated) | 1.0% | 1% | 29% | 19% | ·
COc1ccc(-c2ncccc2OC(=O)C23CC4CC(CC(C4)C2)C3)cc1 | i | 4% | ? | 23% | -4% | VEEV TC-83 Vero 10K pilot screen=3.8
Cc1ccc2cccc(SCC(=O)N3CCOCC3)c2n1 | 0.2% | 1% | -9% | -4% | 1%
O=C(Cc1ccc([N+](=O)[O-])cc1)NCc1ccncc1 | i | -8% | 12% | 3% | 2%
CC(C)CN(C(=O)CSc1nc2ccccc2c(=O)n1C)C1CCS(=O)(=O)C1 (configuration not stated) | 3.5% | -11% | -16% | -4% | ·
COc1ccccc1N=CC=C1OC(C)(C)C(C)(C)O1 | 8.6% | 3% | 7% | -2% | 10%
Cc1ccc(N2CC(C(=O)Nc3nnc(SCC(N)=O)s3)CC2=O)cc1 (configuration not stated) | 1.1% | -3% | -5% | -5% | -6%
SMILES | VEEV TC-83 Vero | influenza NS1A | M. tuberculosis | H37Rv inhibition | PhoP GFP inhibition | others
CCN1CCN(c2ncc(C(=O)Nc3cc(Cl)c(OC)cc3OC)c3ccccc23)CC1 | 12% | -1% | · | · | ·
COc1cccc(C(=O)Nc2cc(NC(=O)c3cccs3)ccc2C)c1 | 1.3% | -18% | 11% | 1% | -6%
COc1ccc2[nH]c(C)c(CCNCc3cc(OC)c(OC)c(OC)c3)c2c1 | 1.0% | -5% | 8% | -13% | 7%
CC1=NOC(=O)/C1=C\c1ccc(-c2cc(Cl)ccc2Cl)o1 | ? | 2% | ? | ? | -2%
Cc1ccccc1-n1c(O)c(/C=N/N2CCCCC2c2cccnc2)c(=O)[nH]c1=O (configuration not stated) | i | -23% | 2% | 1% | -9%
CCN1C=C(Cc2ccc(F)cc2)C2=C(C1)C(c1ccc(F)cc1)C(C#N)=C(N)O2 (configuration not stated) | 8.2% | 2% | 38% | -3% | 10%
Nn1c(SCC(=O)Nc2ccccc2)nnc(Cc2ccccc2)c1=O | i | -4% | -7% | -9% | 11%
Cc1cc(C)nc(NC(=O)C(c2ccccc2)c2ccccc2)c1 | 12% | -9% | 53% | 5% | -7%

Six structures already listed, sorted by molecular weight, largest number first:
SMILES | VEEV TC-83 Vero | influenza NS1A | M. tuberculosis | H37Rv inhibition | PhoP GFP inhibition | others
Cc1cccc(C2=NN(c3ccc(Br)cc3)[C@@H](C(=O)N3CCOC3=O)[C@@H]2C)c1 | 0.6% | -21% | · | · | ·
CC1CCc2sc3c(c2C1)c(=O)n(CC(=O)O)c(=O)n3Cc1ccc(Cl)cc1 (configuration not stated) | 0.6% | -6% | 7% | -1% | -4%
Cc1onc(-c2c(Cl)cccc2Cl)c1C(=O)Nc1ccc2c(c1)OCCO2 | 1.3% | 5% | 6% | -7% | 0%
Cc1ccc(N2CC(C(=O)Nc3nnc(SCC(N)=O)s3)CC2=O)cc1 (configuration not stated) | 1.1% | -3% | -5% | -5% | -6%
CN1CCN(CC(=O)Nc2nnc(-c3cccs3)s2)CC1 | 1.3% | 2% | -5% | 5% | 2%
CN(C)/C=C(\C=O)c1onc(-c2ccccc2Cl)c1C#N | 2.9% | -6% | -2% | -2% | 9%

This is a random part of the collection; any-hit rate near 1.5%.
